sEH activator: increases human soluble epoxide hydrolase activity | purified human sEH enzymatic activity, activator screen | activation, % at 2 µM | hit rate 0.04% among 91,000; in the data active = activation above about 37%; also: values of inactives mirror those of a sister screen read the other way
Target sequence (P34913 whole entry, looked up): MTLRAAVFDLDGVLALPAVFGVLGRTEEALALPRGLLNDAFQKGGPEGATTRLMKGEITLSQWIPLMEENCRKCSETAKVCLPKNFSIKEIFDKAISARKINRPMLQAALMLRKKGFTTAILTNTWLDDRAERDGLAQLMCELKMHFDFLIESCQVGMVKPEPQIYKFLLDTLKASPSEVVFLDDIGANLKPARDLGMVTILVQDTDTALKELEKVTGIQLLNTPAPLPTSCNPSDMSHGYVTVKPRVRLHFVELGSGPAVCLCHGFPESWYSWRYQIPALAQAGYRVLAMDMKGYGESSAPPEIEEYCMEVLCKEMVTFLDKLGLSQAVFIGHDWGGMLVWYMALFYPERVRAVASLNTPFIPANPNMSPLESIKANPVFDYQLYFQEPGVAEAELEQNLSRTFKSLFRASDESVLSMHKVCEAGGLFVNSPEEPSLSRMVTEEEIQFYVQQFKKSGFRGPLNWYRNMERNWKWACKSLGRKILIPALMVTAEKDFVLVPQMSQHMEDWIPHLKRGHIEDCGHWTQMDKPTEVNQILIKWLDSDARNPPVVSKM
Numbers without * were called inactive. Some of the compounds tested; the hit share may differ from the screen's.

SMILES | sEH activator
COc1ccc(/C=N/NC(=O)C(=O)N2CCN(c3ccccc3OC)CC2)cc1 | 13.2
O=C(NC1CCN(C(=O)N2c3ccccc3Sc3ccccc32)CC1)c1ccccc1Cl | -3.5
CNC(=O)c1ccccc1S(=O)(=O)c1ccccc1C#N | 22.2
Cc1ccc(NC(=S)NCc2ccccn2)cc1 | 2.4
Clc1ccc(/C=N/Nc2nc(Cl)nc3ccccc23)cc1 | -57.7
Cc1ccccc1OCC(=O)NC1=NCCS1 | -3.4
COc1ccc(OC)c(NC(=O)CSc2nc3ccccc3cc2Cc2ccccc2)c1 | -9.5
Cc1cccc(C)c1NC(=O)N1CCC(N2CCCCC2)CC1 | 5.3
CCn1c(SCc2ccc([N+](=O)[O-])cc2)nnc1C(C)NC(=O)c1ccccc1Br (configuration not stated) | -5.0
FC(F)(F)c1cccc(NC(=S)Nc2ccc(Cl)cc2Cl)c1 | -17.4
COc1cccc(CNCCc2c[nH]c3ccccc23)c1OCc1ccc(F)cc1 | 5.2
CN(C)/C=N/c1ncc(C(=O)c2ccc(Cl)cc2)s1 | 27.3
CCCCn1c2c(c(=O)n(C)c1=O)C(c1ccc(OC)cc1)N1CCCCCC1=N2 (configuration not stated) | 23.7
COC(=O)CSc1nc(SCc2ccccc2Cl)nc2c1CCCC2 | -0.2
Cc1ccc(COc2ccc(Br)cc2/C=N/O)cc1 | -9.0
CCOC(=O)c1c(-c2ccccc2)cn2ccccc12 | -2.3
COc1ccc(S(=O)(=O)n2ccc(-c3ccc(OCCN(C)c4ccccn4)cc3)n2)cc1 | 1.4
CC(=O)n1c2ccccc2c2ccccc21 | -22.4
CCSc1cc(N2CC(C)OC(C)C2)nc(-c2ccccc2Cl)n1 (configuration not stated) | -13.6
Cc1ccc(S(=O)(=O)/N=C(\c2ccc(F)cc2)n2c(C)nc3ccccc32)cc1 | -10.3
Cc1ccc(-c2nc3ccc(C(=O)O)cc3nc2-c2ccc(C)cc2)cc1 | -5.6
COc1cc(C2Nc3ccccc3C(=O)N2c2ccc3c(c2)OCCO3)ccc1OCC(C)C (configuration not stated) | 2.2
CCN(CC)c1ccc(-c2nn3c(-c4cccnc4)nnc3s2)cc1 | 3.7
COC(=O)c1nn(-c2ccccc2)c(Sc2ccccc2)c1/C=N/O | -1.8
Cc1ccc(/C=N/NC(=O)c2cc3c(ccc4ccccc43)o2)cc1[N+](=O)[O-] | 13.2
Cn1c(CNS(=O)(=O)c2ccc(F)cc2)n[nH]c1=S | 0.9
CO/N=C/NC(=O)c1c(OC)ccnc1Oc1cccc(C(F)(F)F)c1 | 9.8
c1ccc(-n2ncc(-c3nn[nH]n3)n2)cc1 | -3.3
Cc1snc(SCC(=O)c2ccc(Cl)cc2)c1C#N | -1.8
O=C(N/N=C/c1ccncc1)c1cc([N+](=O)[O-])cc([N+](=O)[O-])c1O | -10.9
COc1ccc(C(=O)N/N=C2/SCC(=O)N2Cc2ccc3c(c2)OCO3)cc1OC | 15.0
Cc1cc(Nc2ccccc2)n(C(=O)c2ccc(N)cc2)n1 | 5.6
Clc1ccc2[nH]c(-c3ccccc3)cc2c1 | -8.7
O=c1c2ccccc2nc2n1C(CSc1ccc(Br)cc1)CN2 (configuration not stated) | -3.9
Cc1cc(C)c(S(=O)(=O)Nc2ccc(-c3cn4ccccc4n3)cc2)c(C)c1 | 1.3
COc1ccc(C/C(N)=N/OC(=O)C(c2ccccc2)c2ccccc2)cc1OC | 10.5
O=C(Cc1cccc2ccccc12)N/N=C/c1ccc(Sc2nc3ccccc3s2)o1 | -36.5
O=C(NCCCn1ccnc1)Nc1ccc(Cl)cc1 | -2.2
COc1ccc(CCN2C(=O)CC(N3CCOCC3)C2=O)cc1 (configuration not stated) | 19.3
COCCN1C(=O)C(CC(=O)Nc2ccc(C(C)=O)cc2)SC1=Nc1ccccc1 (configuration not stated) | 2.3
Clc1ccc(-c2ccc(/C=N/Nc3nncc(-c4ccccc4)n3)o2)cc1 | 9.4
COc1ccc(NC(=S)Nc2ccccc2F)c(OC)c1 | -10.3
CCCCn1c(SCC(N)=O)nc2ccc(N3CCOCC3)cc2c1=O | -3.8
CCOc1cc(CNCCO)c(Cl)cc1OCC(=O)NCCc1ccccc1 | 2.2
CCCc1[nH]nc2c1C(/C(C)=C/c1ccccc1)C(C#N)=C(N)O2 (configuration not stated) | -18.9
Cc1cc([N+](=O)[O-])ccc1NCc1ccc2ccccc2c1 | 0.1
COc1ccc(N(CC(=O)N/N=C/c2ccco2)S(=O)(=O)c2ccccc2)cc1 | 15.3
Cn1nc(C(F)(F)F)c(C(=O)Nc2ccc(F)cc2F)c1Sc1cccc(Cl)c1 | 4.3
CCN=c1scc(C)n1/N=C/c1ccc(O)c(O)c1O | -3.3
Cc1ccc(S(=O)(=O)N2CCOCC2)cc1C(=O)OCC(=O)Nc1ccc2c(c1)OCO2 | -29.0

New compounds follow.
SMILES | sEH activator
CCNC(=S)NNC(=O)c1cc(-c2cccc(C)c2)nc2ccccc12 | 10.3
CNc1nc(SC)nc2ccsc12 | 8.5
COC(=O)c1ccc(C(=O)OC)c(NC(=O)COC(=O)C2CCC(C(C)(C)C)CC2)c1 (configuration not stated) | -2.6
COC(=O)c1c(NC(=O)C2c3ccccc3Oc3ccccc32)sc(C)c1C | 16.5
CSC1=C(C#N)C(c2ccccc2Cl)C2=C(N1)c1ccccc1C2=O (configuration not stated) | 7.9
O=[N+]([O-])c1ccc(C2CCCC/C2=N/OCc2ccccc2F)c([N+](=O)[O-])c1 (configuration not stated) | 3.4
N/C(=N\OC(=O)CCC1CCCCC1)c1ccccn1 | -8.0
O=C(Cn1ccc([N+](=O)[O-])n1)NCc1ccco1 | 6.9
CC(C)NC(=O)COC(=O)c1cc(F)c(F)cc1Cl | -8.1
Cc1ccc[n+](CC(=O)c2cc3ccccc3oc2=O)c1 | 14.6
CCCSc1cc(N2CCOCC2)nc(-c2ccccc2Cl)n1 | 6.7
COc1ccccc1NS(=O)(=O)c1cccc(C(=O)N/N=C(\C)c2ccc(-n3ccnc3)cc2)c1 | -82.0
O=C(N=Nc1c(O)[nH]c2ccc(Br)cc12)c1ccccc1-n1cccc1 | 11.1
CCn1cc(C(=O)NCc2ccccn2)c(=O)c2cc(S(=O)(=O)N3CCCCC3)ccc21 | -1.8
O=C(/C=C/c1ccccc1)N1CCN(CC(O)COc2ccccc2)CC1 (configuration not stated) | -8.2
COc1cc(C(=O)NC2=NCCS2)cc(OC)c1OC | 3.8
CCc1cc2cc3c(cc2nc1SCC(=O)Nc1nnc(C)s1)OCCO3 | -5.8
O=[N+]([O-])c1ccc(N2CCN(C(=S)NC3CCCCC3)CC2)cc1 | 5.4
COc1ccc(Sc2ccccc2CN(C)C)cc1OC | -3.7
Brc1ccccc1OCCCCCN1CCCC1 | -8.1
CCCc1nc2ccc(NC(=O)NCCC(=O)OCC)cc2c(=O)n1Cc1cccc(Cl)c1 | -29.8
CSc1nc2ccc(N3C(=O)C4CCCCC4C3=O)cc2s1 (configuration not stated) | 8.3
CCc1cccc2c(C=C(C#N)C#N)cn(CC(=O)N3CCCCCC3)c12 | -9.8
CC(NC(=O)COc1ccc(/C=N/NS(=O)(=O)c2ccccc2)cc1)c1ccccc1 (configuration not stated) | 0.7
Cc1ccc(/C(N)=N/OC(=O)c2cccc(F)c2)cc1 | -1.8
COC(=O)c1cc(C(C)=O)n2ccccc12 | 3.4
O=C(CSc1nc2cc(Cl)ccc2s1)N1CCCc2ccccc21 | -1.6
CCCN(CCC)c1nc(C)cc(C(C#N)c2nc3ccccc3o2)n1 (configuration not stated) | 3.6
CCNC(=S)N/N=C/c1cc(Br)cc(Br)c1OC | -5.3
CO/N=C(/CNC(=O)c1cccc(Cl)c1)c1ccc(Cl)cc1 | -11.1
CC1CC(NC(=O)c2ncn[nH]2)CC(C)(C)C1 (configuration not stated) | 3.6
Cn1c(=O)c2c(nc(N3CCN(c4ccccn4)CC3)n2Cc2ccccc2Cl)n(C)c1=O | -5.9
Cc1nc2c(C)cccn2c1/C(O)=C1\C(=O)C(=O)N(CCN(C)C)C1c1ccncc1 (configuration not stated) | 6.7
Cc1cccc(N(CC(=O)N/N=C/c2ccc(OCC(=O)NCc3ccco3)cc2)S(C)(=O)=O)c1C | -6.0
CC1=NOC(=O)/C1=C/c1ccc(N(C)C)cc1 | 1.4
COC(=O)CNC(c1ccccc1Cl)c1cc(Br)ccc1NC(=O)CCN1CCOCC1 (configuration not stated) | 4.8
O=C1C2C(C(=O)N1/N=C/c1cc([N+](=O)[O-])ccc1O)C1C=CC2C12CC2 (configuration not stated) | -3.4
COc1ccc(N=Cc2sc(O)c3ccccc23)cc1 | -15.5
CCc1noc(C)c1C(=O)Nc1nc(-c2ccc(Cl)cc2Cl)c(C)s1 | 17.6
O=Cc1cc2ccccc2nc1SCc1ccc(Cl)cc1 | -7.8

By substructure: the entries above with a furan ring, fused or not.
SMILES | sEH activator
Cc1ccc(/C=N/NC(=O)c2cc3c(ccc4ccccc43)o2)cc1[N+](=O)[O-] | 13.2
O=C(Cc1cccc2ccccc12)N/N=C/c1ccc(Sc2nc3ccccc3s2)o1 | -36.5
Clc1ccc(-c2ccc(/C=N/Nc3nncc(-c4ccccc4)n3)o2)cc1 | 9.4
COc1ccc(N(CC(=O)N/N=C/c2ccco2)S(=O)(=O)c2ccccc2)cc1 | 15.3
O=C(Cn1ccc([N+](=O)[O-])n1)NCc1ccco1 | 6.9
Cc1cccc(N(CC(=O)N/N=C/c2ccc(OCC(=O)NCc3ccco3)cc2)S(C)(=O)=O)c1C | -6.0

The list continues.
SMILES | sEH activator
CCOC(=O)C1CCN(Cc2cnc(Oc3ccc(Cl)cc3C)s2)CC1 | 0.4
CCCSc1nc(N)nc(-c2cccs2)c1C#N | 16.2
CC(C)CC(=O)Nc1ccc(C(=O)Cn2nc(C(=O)O)c3ccccc3c2=O)cc1 | -11.7
COC(=O)c1onc(-c2c(C)cc(C)cc2C)c1C(=O)OC | 17.3
Cc1cc(C)cc(NC(=O)c2cccn2-c2ncc(C(F)(F)F)cc2Cl)c1 | -8.5
COc1cccc(-n2c(C)n[nH]c2=O)c1 | -10.0
Oc1cccc(-c2nc3ccc4ccccc4c3c3c2CCC3)c1 | -12.5
Cc1nn(Cc2c(Cl)cccc2Cl)c(C)c1NC(=O)/C=C/c1cnn(C)c1C | 2.5
Cc1ccc2cc(C#N)c(SCC(=O)Nc3ccc4sc(C)nc4c3)nc2c1 | -26.4
O=C(NNc1nc2ccccc2nc1C(F)(F)F)c1ccccc1 | -8.9
COc1ccc(CNc2nc3ccccc3n2Cc2ccccc2)cc1OC | -2.2
COc1cc(CN2CCN(c3ccc(C)cc3)CC2)cc([N+](=O)[O-])c1O | 27.1
CCn1ccc(C(=O)NC2C(=O)N3C(C(=O)O)=C(C)CSC23)n1 (configuration not stated) | 14.0
O=C(NCCN1CCN(Cc2ccc([N+](=O)[O-])cc2)CC1)C(=O)Nc1ccccc1 | 6.3
O=C(c1cc(-c2ccc(Cl)cc2)n(-c2ccc(Cl)cc2)n1)N1CCOCC1 | 12.7
O=C(CSc1nnnn1-c1cccnc1)Nc1ccc(OCc2ccccc2)cc1 | -25.2
c1ccc(Cc2nnc3sc(-c4ccccn4)nn23)cc1 | 4.0
CC(=O)C(Cc1cnc(Cl)s1)(Cc1cnc(Cl)s1)C(C)=O | -4.1
COc1ccc(C(C(=O)NC2CCCC2)N(C(=O)c2snc(-c3ccc(F)cc3)c2N)c2ccc(OC)cc2)cc1 (configuration not stated) | 1.6
Cc1nc(Nc2ccc3c(c2)OCO3)c2oc3ccccc3c2n1 | 11.8

Some of the entries so far, as labelled records.
SMILES: O=C(c1cc(-c2ccc(Cl)cc2)n(-c2ccc(Cl)cc2)n1)N1CCOCC1
  sEH activator = 12.7
SMILES: O=C(CSc1nnnn1-c1cccnc1)Nc1ccc(OCc2ccccc2)cc1
  sEH activator = -25.2
SMILES: c1ccc(Cc2nnc3sc(-c4ccccn4)nn23)cc1
  sEH activator = 4.0

Continued.
SMILES | sEH activator
COc1ccc(-n2ncc(S(=O)(=O)c3ccccc3)c2-c2ccc(Cl)cc2)cc1 | -8.4
Cc1cc(C(=O)N/N=C/c2cccc(Cl)c2Cl)no1 | -7.0
O=S(=O)(Nc1cccc(CCc2ccccn2)c1)c1ccc2ccccc2c1 | -7.9
COCCNC(=O)c1onc(CSc2ccc(C(C)C)cc2)c1C(=O)O | 7.6
Cc1ccc(N(C(=O)C2CCCC2)C2C=CS(=O)(=O)C2)cc1C (configuration not stated) | 0.3
Cc1ccc(-n2nnnc2-c2cnc3ccc(Cl)cc3c2-c2ccccc2)cc1 | 10.7
O=C(NC1(C(F)(F)F)N=C(c2ccccc2)NC1=O)c1ccc(Cl)cc1Cl (configuration not stated) | -0.7
COC(=O)Nc1nc(C)c(C(=O)c2ccccc2)s1 | 3.9
CC1=C([N+](=O)[O-])C(c2ccccc2)C2=C(N1)c1ccccc1C2=O (configuration not stated) | 9.7
COc1ccc(-c2nc(C)ncc2N=Nc2ccccc2)cc1 | -4.8

Some of the entries above in a different format.
COc1ccc(-c2nc(C)ncc2N=Nc2ccccc2)cc1
- sEH activator = -4.8
COCCNC(=O)c1onc(CSc2ccc(C(C)C)cc2)c1C(=O)O
- sEH activator = 7.6
Cc1ccc(N(C(=O)C2CCCC2)C2C=CS(=O)(=O)C2)cc1C (configuration not stated)
- sEH activator = 0.3

New compounds follow.
SMILES | sEH activator
O=C1CC(c2cccc(Br)c2)c2cc3c(cc2N1)CCC3 (configuration not stated) | -2.2
COc1ccc2[nH]c(C)c(C(=O)CN3CC(C)OC(C)C3)c2c1 (configuration not stated) | 0.0
COc1cc(NC(=S)NC(=O)c2ccc(C)cc2C)ccc1NC(=O)c1cccs1 | 15.7
CCCCCN(C(=O)COC(=O)c1ccc(Br)o1)c1c(N)n(CCCC)c(=O)[nH]c1=O | 0.5
COC(=O)c1ccc(C)c(NC(=O)CN2C(=O)c3ccccc3S2(=O)=O)c1 | 7.0
Cn1cc(C(=O)C(F)(F)F)c2ccccc21 | 5.3
CC(C)(C)OC(=O)N1CCC(C(=O)N2CCOCC2)CC1 | 8.4
COc1cc(/C=N/NC(N)=S)ccc1OC(=O)c1ccc(C)cc1 | 4.7
CNC(=S)NNC(=O)c1cccc(C(F)(F)F)c1 | -1.0
COc1cc2c(cc1NC(=O)CSc1nc3ccccc3[nH]1)oc1ccccc12 | 1.6
C#CCONC(=O)c1cc(OCC(F)(F)F)ccc1OCC(F)(F)F | -1.7
Cc1ccc(OCC(=O)Nc2sc3c(c2C#N)CCC3)cc1C | -5.9

Source: PubChem (Columbia University Molecular Screening Center)
